# TrxR1 inh: qHTS Assay for Inhibitors of Mammalian Selenoprotein Thioredoxin Reductase 1 (TrxR1): qHTS | Potency, µM (titrated, usually from 114 µM), inactives show at the highest dose activity change, negative = inhibition, most hits filed as inhibitors | Thioredoxin reductase 1, cytoplasmic (Rattus norvegicus), O89049 | 1% of 390,000 active | AID 588453, 2011 | recombinant rTrxR1, NADPH fluorescence consumption, selenite substrate; note: potency is the fitted concentration of half-maximal effect; % is set by controls: 0 for no effect and ±100 for the full control effect; nearly all actives have a fitted effect of over 65% in size
# Target sequence (O89049 whole entry, looked up): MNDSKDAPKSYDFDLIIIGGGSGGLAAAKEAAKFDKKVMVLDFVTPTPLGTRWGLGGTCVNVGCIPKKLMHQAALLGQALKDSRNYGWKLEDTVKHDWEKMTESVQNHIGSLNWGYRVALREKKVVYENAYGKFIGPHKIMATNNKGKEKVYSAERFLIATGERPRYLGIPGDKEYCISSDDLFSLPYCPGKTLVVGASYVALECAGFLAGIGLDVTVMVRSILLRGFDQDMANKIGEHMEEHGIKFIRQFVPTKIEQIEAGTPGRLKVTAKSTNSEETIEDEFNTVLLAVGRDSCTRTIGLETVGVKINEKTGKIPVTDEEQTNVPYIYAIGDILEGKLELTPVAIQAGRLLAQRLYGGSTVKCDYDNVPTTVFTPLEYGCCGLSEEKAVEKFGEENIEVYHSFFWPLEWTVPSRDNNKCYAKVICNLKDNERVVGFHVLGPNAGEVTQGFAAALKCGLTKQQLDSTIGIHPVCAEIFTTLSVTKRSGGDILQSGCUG
#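 Rat TrxR1 (90 nM in the dispensed reagent) was pre-reduced with 400 uM NADPH for 5 min at room temperature, then incubated with compound for 15 min. After 400 uM selenite was added, NADPH fluorescence (Ex 340/Em 450 nm) was followed for 8 min.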
# D2 antagonist: HTS Assay for Allosteric Antagonists of the Human D2 Dopamine Receptor: Primary Screen for Antagonists; HEK293 TREx D2 cells, calcium flux, dopamine EC80; 2% of 340,000 active; D(2) dopamine receptor (Homo sapiens), P14416; inhibition, % at 10 µM; in the data active = inhibition above about 30%; note: 0% is about no effect
# Target sequence (P14416 whole entry, looked up): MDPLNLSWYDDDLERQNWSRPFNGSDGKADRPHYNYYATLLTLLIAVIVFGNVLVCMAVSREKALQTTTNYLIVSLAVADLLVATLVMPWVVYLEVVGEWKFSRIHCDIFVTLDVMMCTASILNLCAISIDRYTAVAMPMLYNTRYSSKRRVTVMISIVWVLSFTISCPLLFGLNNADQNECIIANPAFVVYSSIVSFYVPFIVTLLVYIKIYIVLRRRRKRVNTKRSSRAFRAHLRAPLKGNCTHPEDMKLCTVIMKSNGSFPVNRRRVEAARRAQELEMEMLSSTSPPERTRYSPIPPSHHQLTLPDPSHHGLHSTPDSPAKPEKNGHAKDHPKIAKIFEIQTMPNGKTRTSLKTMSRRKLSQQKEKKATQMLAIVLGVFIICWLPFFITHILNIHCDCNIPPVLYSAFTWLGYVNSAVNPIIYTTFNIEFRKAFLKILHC
#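 Calcium mobilization kinetics were recorded at 1 s intervals in tetracycline-induced HEK293 T-REx D2 cells, first for 180 s after compound addition and then 180 s after EC80 dopamine.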
# TRHR PAM: qHTS for Small Molecule Agonists and Allosteric Enhancers of Human TRH Receptor: Primary Screen for Enhancers; Thyrotropin-releasing hormone receptor (Homo sapiens), P34981; TRHR cells, fluo-8 calcium fluorescence, EC20 TRH enhancement; enhancement, % at 2 µM; 0.66% of 360,000 active; AID 493056, 2011; in the data active = enhancement above about 30%; note: 0% is about no effect
#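 TRHR-expressing cells loaded with fluo-8 calcium dye were read kinetically (ex 480/em 530) during compound addition, then stimulated with an EC20 of TRH (10 nM final). Enhancement of the Gq-mediated intracellular calcium response was scored.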
# Pin1 inhibitor: qHTS Assay to Find Inhibitors of Pin1. Peptidyl-prolyl cis-trans isomerase NIMA-interacting 1 (Homo sapiens), Q13526. 0.009% of 390,000 active. Pin1 FP peptide displacement, HiFluor488, 10 min. Potency, µM (doses to about 115 µM), without a hit: top-dose activity, negative = inhibition, hits mostly inhibitors; active = well fitted inhibition curve with a large enough effect in the polarisation, with a control signal flat, not every such curve was filed as active; inconclusive = small, poorly fitted or top-dose-only effect, or effect the other way, or a change in a side signal; inactive = no such curve, though single readings can be large or run the other way; the % refers to the polarisation; note: potency is the fitted concentration of half-maximal effect; % is set by controls: 0 for no effect and ±100 for the full control effect
# TrxR1 substrate: qHTS Assay for Substrates of Mammalian Selenoprotein Thioredoxin Reductase 1 (TrxR1): qHTS | purified TrxR1 substrate turnover, NADPH consumption readout | Potency, µM (top dose mostly 114 µM), inactives show at the top dose activity change, negative = substrate turnover | 0.01% of 390,000 active | AID 588456, 2011; note: potency is the fitted concentration of half-maximal effect; % is set by controls: 0 for no effect and ±100 for the full control effect; nearly all actives have a fitted effect of over 50% in size
#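 Rat TrxR1, dispensed at 90 nM, was prereduced with 400 uM NADPH (final) for 5 min at ~22 deg C, then incubated with compound 15 min before 400 uM selenite. A first-read NADPH fluorescence drop versus no-compound background flagged substrates.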
# D2 agonist: HTS Assay for Allosteric Agonists of the Human D2 Dopamine Receptor: Primary Screen for Agonists. AID 485358, 2010. 0.53% of 340,000 active. activation, % at 2 µM. HEK293 T-REx D2 cells, calcium flux agonist mode. D(2) dopamine receptor (Homo sapiens), P14416;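 active = activation over 3 SD above normal in the single-dose calcium agonist read, cut at about 30% in these data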; note: 0% is about no effect
#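 Calcium-flux readout, 1 cycle/sec over 180 s following compound pin transfer, in inducible HEK293 Trex D2 cells (force-coupled); dopamine controls included. Positive calcium responses during this window marked compounds as potential agonists.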
# TRHR agonist: qHTS for Small Molecule Agonists and Allosteric Enhancers of Human TRH Receptor: Primary Screen for Agonists; TRHR cells, calcium flux fluo-8, FDSS agonist mode; activation, % at 2 µM; 0.18% of 360,000 active; Thyrotropin-releasing hormone receptor (Homo sapiens), P34981; AID 493084, 2011; in the data active = activation above about 30%; note: 0% is about no effect
#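 TRHR-expressing cells loaded with fluo-8 calcium dye; 23 nL library compound pin-transferred, kinetic FDSS fluorescence (Ex 480/Em 530) recorded about 180 s for agonist-induced calcium release, before a 10 nM TRH EC20 addition for potentiator mode.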
# USP1-UAF1 inh: Inhibitors of USP1/UAF1: Primary Screen; recombinant USP1/UAF1, Ub-Rhodamine cleavage fluorescence; Potency, µM (titrated, usually from 57.1 µM), for inactives: at the top dose activity change, negative = inhibition, actives largely listed as inhibitors; 0.23% of 390,000 active; Ubiquitin carboxyl-terminal hydrolase 1 (Homo sapiens), O94782; AID 743255, 2014; note: potency is the fitted concentration of half-maximal effect; % is set by controls: 0 for no effect and ±100 for the full control effect; nearly all actives have a fitted effect of over 60% in size; inactives centre near -12
#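 USP1/UAF1 complex at 1 nM was preincubated with compound for 15 min at room temperature, then Ub-Rho substrate (150nM final) was added. Fluorescence (480/540 nm) was read kinetically, 6 reads every 60 seconds.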
# mIDH1 inhibitor: qHTS for Inhibitors of mutant isocitrate dehydrogenase 1 (IDH1): qHTS; AID 602179, 2012; 0.093% of 390,000 active; Isocitrate dehydrogenase [NADP] cytoplasmic (Homo sapiens), O75874; Potency, µM (top dose mostly 76.6 µM), inactives show top-dose activity change, negative = inhibition, hits mostly inhibitors; IDH1-R132H enzyme, NADPH consumption, diaphorase/resazurin fluorescence; note: potency is the fitted concentration of half-maximal effect; % is set by controls: 0 for no effect and ±100 for the full control effect; nearly all actives have a fitted effect of over 65% in size
#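 IDH1-R132H (0.5 ug/mL) preincubated 30 min with compound, then NADPH (0.016 mM) and alpha-KG (2 mM) added; 80 min at RT, pH 7.5. Remaining NADPH coupled via diaphorase/resazurin to fluorescence (540/590 nm); concentration-response curves normalized to no-enzyme control.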
# * hit, by the source's call; ? = inconclusive; · = no result given; [ ] = another dose, or the depositor's remark. Unless noted, calls come from the whole dose curve; as a rule, active = well fitted inhibition curve with a large enough effect; inconclusive = small, poorly fitted or top-dose-only effect; inactive = no such curve, though single readings can be large or run the other way. An excerpt, so the mix of outcomes need not match the whole.
SMILES,TrxR1 inh,D2 antagonist,TRHR PAM,Pin1 inhibitor,TrxR1 substrate,D2 agonist,TRHR agonist,USP1-UAF1 inh,mIDH1 inhibitor
Cc1cc(C)nc(SCc2cc(=O)c(OC(=O)c3ccc(S(=O)(=O)N(C)C)cc3)co2)n1,50µM*,-1,2,-2%,-2%,-1.1,-0.9,-16%,0%
CCOC(=O)C1CCC(CN(Cc2c(Cl)cccc2Cl)S(=O)(=O)c2ccc(F)cc2)CC1 (centres undefined),-4%[57.1 µM],·,4,-2%,-9%[57.1 µM],0.0,1.5,-13%,10%
CCOC(=O)C1C(=O)NC(c2ccccc2)=NC1c1ccc(OC)cc1 (centres undefined),33%,5,-2,-5%,2%,1.0,0.3,-14%,-5%
CC1=Nc2ccccc2/C1=C/c1nc(-c2ccc(C)s2)oc1O,5%,·,-8,?,-3%,·,17,14%,-2%
CC(=O)Nc1ccc(NC(=O)CSc2ncnc3sc(C)c(C)c23)cc1,23%[57.1 µM],-10,2,12%,4%[57.1 µM],0.1,0.0,-1%,-5%
CO/N=C/c1c(-c2ccc(Cl)cc2)nc2cc(C)ccn12,-4%,-7,-5,9%,29%,-2.0,0.4,-25%,11%
CCOC(=O)c1c(NC(=O)COc2cccc3c2CCN(C)C3=O)sc2c1CCC2,2%,8,-2,29%,18%,-0.1,-0.4,-29%,-11%
Fc1ccc(CSc2nnc(-c3ccccn3)o2)cc1,21%,14,-2,0%,1%,-0.3,-1.3,-21%,8%
Cc1ccc2nc(Nc3ccccc3O)nc(-c3ccccc3)c2c1,15%,1,-2,-4%,5%,0.4,0.2,-23%,-1%
O=C(/C=C(/c1ccc(Cl)cc1)n1cncn1)c1ccccc1,-21%,-1,1,8%,-7%,-1.3,-1.2,-9%,3%
CC(C)c1nnc(NC(=O)c2ccc3ccccc3c2)s1,4%,-9,0,1%,5%,0.9,-0.3,1%,8%
CC(C)COc1ccc(/C(O)=C2/C(=O)C(=O)N(CCN(C)C)C2c2ccncc2)cc1 (centres undefined),11%[57.1 µM],8,5,2%,10%[57.1 µM],0.1,-0.7,-20%,5%
Cc1ccc(S(=O)(=O)Nc2ccc(NC(=O)CN3CCCCC3)cc2)cc1,12%,6,9,-2%,6%,-0.3,0.3,-23%,0%
CC1CCCCN1CCCNC(=O)C1CCCN(c2ncnc3c2nc2n3CCCCC2)C1 (centres undefined),19%,-5,-10,2%,4%,1.2,0.0,-12%,-1%
CCCNC(=O)Cn1c(=O)n(C)c2ccccc21,8%,6,0,3%,-2%,-1.9,-0.9,-10%,-4%
COc1cc(OC)c(OC)cc1CNC(=O)c1cccc(S(=O)(=O)N2CCc3ccccc3C2)c1,-7%,-6,-4,28%,-10%,1.0,-0.2,-21%,5%
c1ccc(CC2CCN(c3ncnc4sccc34)CC2)cc1,17%[11.4 µM],-5,-9,5%,6%[11.4 µM],3.2,1.4,-10%,15%
CC(Oc1ccc(Cl)cc1C(N)=O)C(=O)N1CCc2ccccc21 (centres undefined),-10%,·,·,2%,-5%,·,·,-15%,1%
CC1CC(C)CN(C(=O)CSc2n[nH]c(N)n2)C1 (centres undefined),19%,·,·,1%,1%,·,·,-19%,-6%
O=C1CNC(=O)N1CC(=O)N1CCCc2ccccc21,32%,6,12,-9%,4%,1.0,1.1,-13%,1%
Cc1ccc(S(=O)(=O)Nc2ccc(C(=O)Nc3cc(C)on3)cc2)cc1,16%,7,-10,2%,6%[57.1 µM],-0.9,-0.8,-2%,-2%
O=C(Cc1ccc(Cl)cc1)Nc1ccc(S(=O)(=O)Nc2cnc3ccccc3n2)cc1,4%,0,-8,7%,0%,-0.7,0.5,-22%,10%
NC(=O)CSc1n[nH]c(-c2ccco2)n1,35%[activator],-9,-8,-4%,7%,1.7,0.1,-10%,-1%
O=C(O)CCC(=O)Nc1ccc(Br)cc1C(=O)c1ccccc1Cl,1%,-14,-1,7%,-3%,-0.4,0.2,-4%,-19%
CCC(=O)c1ccc(OCC(=O)Nc2nc(-c3cccnc3)cs2)cc1,1%,4,3,?,-4%,0.8,0.3,-20%,2%
O=C(CN(C1CCCCC1)S(=O)(=O)c1ccccc1)NCc1cccnc1,-10%,·,13,2%,1%,·,0.1,-12%,-1%
O=C(C1CC1)N(CCN(Cc1ccccc1)C(=O)C1CC1)Cc1ccccc1,-8%,-15,4,-6%,8%[57.1 µM],0.1,0.2,-5%,2%
Cc1nc2ccccn2c(=O)c1NC(=O)c1c(F)cccc1F,16%[57.1 µM],·,1,1%,0%[57.1 µM],1.4,0.4,11%,-6%
CCc1ccc(C2=NNC(=Nc3cccc(S(=O)(=O)N(C)C)c3)SC2)cc1,0%,-9,8,11%,-8%,-0.8,-0.9,-11%,-9%
CCCNC(=O)c1ccc(Cn2cc(-c3ccc(OC)cc3)nc2C(C)N)cc1 (centres undefined),6%,-11,3,1%,-1%,0.2,-0.3,9%,6%
O=C(N[C@H](Cc1ccc(Cl)cc1)C(=O)O)OCC1c2ccccc2-c2ccccc21,13%[57.1 µM],·,-6,?,7%,·,-0.2,-17%,14%
CCN(CC)c1ccc(NC(=O)CN2C(=O)NC3(CCc4ccccc43)C2=O)cc1 (centres undefined),20%,2,21,-3%,6%,-0.6,0.1,-22%,5%
CCOC(=O)c1[nH]nc2c1C(=O)N(Cc1ccccc1)C2=O,13%[57.1 µM],-8,1,6%,7%[57.1 µM],-0.7,-0.1,-5%,2%
C[C@@H]1NC(=O)/C(=C\c2ccccc2Cl)NC1=O,-7%[57.1 µM],-8,-2,3%,-8%[57.1 µM],0.4,0.2,-8%,2%
CCN(CC)CCN1C(=O)C(=O)/C(=C(/O)c2ccncc2)C1c1ccccc1F (centres undefined),1%[57.1 µM],-2,2,-1%,5%[57.1 µM],0.6,0.8,-20%,-1%
CC(=O)Nc1ccc(NS(=O)(=O)c2ccc(Cl)c(C(=O)O)c2)cc1,-18%,3,12,6%,4%[57.1 µM],0.4,1.4,-7%,0%
O=C(Nc1c(C(=O)N2CCN(c3ccccc3)CC2)oc2ccccc12)c1ccco1,23%,·,9,7%,-1%,-1.9,-0.9,-19%,0%
Cn1c(N)cc(=O)n(Cc2ccccc2)c1=O,24%,-1,6,0%,10%,0.7,-0.4,-17%,-4%
O=C(c1ccco1)N1CCN(C(=O)c2oc(=O)c3ccccc3c2-c2ccccc2)CC1,7%[57.1 µM],4,2,0%,-5%[57.1 µM],-0.4,0.0,3%,-14%
O=C(CSc1n[nH]c(=O)[nH]c1=O)c1cccc([N+](=O)[O-])c1,20%,-14,5,3%,0%,0.4,-0.8,-17%,3%
Cn1nnc2cc(C(=O)N3CCN(c4ccccc4)CC3)ccc21,-18%,-14,3,2%,3%,2.1,-0.8,-12%,5%
CCn1c(C)c(C2=CCN(S(=O)(=O)c3ccc(C)cc3)CC2)c2ccccc21,-23%,19,0,?,4%,1.1,0.8,-5%,-6%
O=C(Nc1ccccc1N1CCOCC1)C1CCN(S(=O)(=O)c2ccccc2F)CC1,11%,5,2,-3%,4%,0.7,0.1,-14%,2%
OCC[C@@H]1C[C@H](O)[C@@H](O)[C@@]2(CCCO2)O1,16%,·,·,-12%,2%,·,·,?,-12%
C=CCNC(=O)CSc1cc([N+](=O)[O-])cc(S(=O)(=O)Cc2ccccc2)c1,-9%,-7,-5,6%,0%,-1.4,-0.6,-21%,2%
COc1ccc(OC)c2c(C)cc(N3CCN(C(=O)c4ccc(C)cc4)CC3)nc12,2%[57.1 µM],0,8,1%,32%,-2.4,-3.6,-10%,-5%
COc1cc(OC)cc(C(=O)NCCS(=O)(=O)N2CCN(Cc3ccccc3)CC2)c1,9%[57.1 µM],16,2,-4%,2%[57.1 µM],-1.3,-0.3,-17%,6%
O=C1C2ON(c3ccccc3)C(c3cccnc3)C2C(=O)N1c1ccccc1 (centres undefined),-13%,-6,-4,0%,-2%,0.9,-0.6,-2%,6%
CCOC(=O)c1ccccc1NC(=O)C1=COCCO1,10%,10,2,37%[activator],4%[57.1 µM],0.2,-1.3,-17%,-1%
CC1=NNC(=O)C1CCC(=O)N/N=C/c1c(Cl)cccc1Cl (centres undefined),24%[57.1 µM],5,4,3%,7%,1.7,0.6,-8%,1%

# From PubChem BioAssay
